Screening results: PubChem, several laboratories
WT yeast gro inh – growth inhibition of WT yeast, mitochondrial fusion screen | mitochondrial fusion phenotypic screen, WT strain | 190,000 tested, 2.1% active | inhibition, % at 10 µM; in the data active means inhibition above about 58%; tested in S. cerevisiae
Autophagy HCS – autophagy modulation, high-content screen; calls only at 10 µM (by protocol); 190,000 tested, 0.98% active; MEF GFP-LC3 puncta imaging; test concentration mostly 10 µM;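 active means percentage of spot-positive cells more than 3 SD above its plate mean, without a fluorescence outlier flag or 80% toxicity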;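 further: spot-positive cell cutoff set from DMSO-treated cells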
Yfh1-off respiration – mitochondrial function rescue without frataxin homolog – Friedreich's ataxia, plus single-dose screen, dose response (AID 1465); S. cerevisiae Yfh1-off respiration, WST-1 reduction, 72 h; higher fold induction means a stronger effect; 220,000 tested, 0.074% active; one-dose fold induction at 50 µM; EC50 in µM for titrated hits;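 active means fold induction of absorbance versus untreated yeast above a set limit, then at least 30% activation at any dose in follow-up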;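 further: activators that raise dye reduction in frataxin-depleted yeast; strong numbers were not always called active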
AID2073 – inhibitors of Mint1-CaV2.2 protein interaction, biochemical, HTRF (AID 2073). 290,000 tested, 0.19% active. HTRF protein-protein interaction, Mint1-CaV2.2; higher % means a stronger effect. inhibition, % at 20 µM, or IC50 in µM where a hit was titrated; in the data active means inhibition mostly above about 51%, no sharp cut-off; further: some results filed as inactive read as strong as hits
MT stabilizer – microtubule stabilizers in HeLa cells; HeLa tubulin immunostaining HCS, 24 h; share of cells brighter than vehicle mean+2SD; % tubulin-high responders, % at 10 µM; 200,000 tested, 0.83% active; AID 2205;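 active means plate Z-score above 3 for both tubulin-high and condensed-nucleus cell shares, with cell loss under 80%, at 10 µM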;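 further: anti alpha tubulin signal scored within the nucleus-defined area of each cell; some results filed as inactive read as strong as hits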
Dynein transport – blocks dynein driven cargo transport along microtubules | 3617.4 mouse cells, GR-EGFP nuclear translocation imaging; test concentration mostly 20 µM; stimulated with dexamethasone, 1 µM; hits give low values | z-score, hits read low | 220,000 tested, 0.47% active;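 active means plate z-score of nuclear minus cytoplasmic receptor signal below a set negative limit, without overly bright fluorescence or cell loss, cut at about -3.5 in these data, passing the limit was not always enough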;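 further: z-score of nuclear minus cytoplasmic ring GR-EGFP intensity difference per well; some compounds called inactive have numbers as strong as hits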
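Also added – dexamethasone, 1.0 µM final · Buffer or medium – tet-free, stripped-serum medium · Schedule – induction 48 h, compound 1 h, agonist 30 min · Detection – formaldehyde fixation, Hoechst nuclear stain, 10x automated fluorescence imaging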
Insulin prom up – MIN6 insulin promoter up-regulation. AID 1625. 190,000 tested, 0.3% active. z-score at 5 µM. MIN6 insulin promoter-GFP reporter, high-content imaging; hits give high values;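 active means z-score above 3 at 5 µM with at least 500 cells counted in the well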
b-catenin transl – alters nuclear translocation of beta-catenin in HeLa cells; immunofluorescence imaging; nuclear translocation activity, % at 5 µM; 190,000 tested, 0.3% active; AID 1665;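 active means nuclear translocation activity above 50% at 5 µM, with a well cell count of 50 or more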;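 further: per-cell ratio of nuclear to cytoplasmic median beta-catenin stain intensity; plate controls were DMSO negative control for no effect and GSK-3 inhibitor IX positive control for full effect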
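test system = HeLa cells, endogenous beta-catenin | dosing = single 5 µM dose plus 0.02–20 µM confirmation series | times = compound treatment 24 h, 37°C, 5% CO2 | technique = beta-catenin immunofluorescence imaging with DAPI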
HIV fusion peptide – cell-free HIV fusion peptide-binding blockers – biochemical, uHTS, fluorescence dequenching, primary screen (AID 1986) | 290,000 tested, 0.3% active | cell-free peptide binding, fluorescence dequenching, 30 min; higher % means a stronger effect | one-dose inhibition, % at 20 µM; IC50 in µM for titrated hits; in the data active means inhibition mostly above about 52%, no sharp cut-off; inactive means mostly below about 76%; further: some results filed as inactive read as strong as hits
WT yeast gro inh mutant strain – second read-out of WT yeast gro inh, no call of its own (marks repeat the call); inhibition, %; mitochondrial fusion phenotypic screen, mutant strain inhibition
Dynein transport cytoplasmic EGFP – further read-out of Dynein transport, marked with its call; z-score; measured here: cytoplasmic GR-EGFP intensity; hits give high values
Dynein transport nuclear GR-EGFP – also measured in Dynein transport; calls as there; z-score; measured here: nuclear GR-EGFP intensity;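 lower value marks the stronger effect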
Dynein transport cell count – also measured in Dynein transport; calls as there; z-score; measured here: cell count per field
Insulin prom up cell count – further read-out of Insulin prom up, marked with its call; cell count; measured here: cytotoxicity, nuclei count;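 total cells summed across four imaged fields per well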
b-catenin transl cell count 5 µM – second read-out of b-catenin transl, no call of its own (marks repeat the call); cell count; measured here: cell count, cytotoxicity flag
MT stabilizer Hoechst-high % – further read-out of MT stabilizer, marked with its call; % Hoechst-high responders; measured here: nuclear condensation Hoechst responders;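 share of cells brighter than vehicle mean plus two SD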
MT stabilizer cytotoxicity % – further read-out of MT stabilizer, marked with its call; toxicity, %; measured here: cytotoxicity by cell density;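 0% = mean cell density of plate MIN control wells and 100% = no cells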
Autophagy HCS cell loss 18 h – also measured in Autophagy HCS; calls as there; toxicity, %; measured here: cell loss, nuclei count;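 cell loss after 18 h compound exposure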
An asterisk follows results filed as active; i = inactive; · = no result given; + = active, no number.

SMILES	WT yeast gro inh	WT yeast gro inh mutant strain	Autophagy HCS	Autophagy HCS cell loss 18 h	Yfh1-off respiration	AID2073	MT stabilizer	MT stabilizer Hoechst-high %	MT stabilizer cytotoxicity %	Dynein transport	Dynein transport cytoplasmic EGFP	Dynein transport nuclear GR-EGFP	Dynein transport cell count	Insulin prom up	Insulin prom up cell count	b-catenin transl	b-catenin transl cell count 5 µM	HIV fusion peptide
Cc1ccc(NC(=O)CN2C(=O)N/C(=C\c3cccn3-c3cccc(C(=O)O)c3)C2=O)cc1	-3	12	i	7	i	34%	3.1	2.4	3.5	-0.023	-0.29	0.26	0.11	-0.47	1172	-3.1	1134	31%
CC(OC(=O)c1oc2ccccc2c1COc1ccccc1)C(=O)NC(N)=O (stereo not drawn)	-23	-5	+	2.6*	i	0%	5.3	1.8	7.7	0.62	-0.35	0.24	-1.1	0.46	1346	-0.9	1060	0.6%
O=C(c1ccc(Cl)nc1)N1CCC(Cc2ccccc2)CC1	·	·	·	·	i	45%	·	·	·	-0.94	-0.86	-0.74	0.66	0.12	660	-0.7	1280	-2.9%
CCN(CCO)c1ccc(NC(=S)Nc2cccc(S(=O)(=O)N(C)C)c2)cc1	-14	1	i	-7	i	13%	1.9	5.0	7.7	1	-0.28	0.043	-0.67	-0.05	1138	·	·	14%
COC(=O)C1=C(C)N(c2ccc(C)cc2)/C(=C/c2cccs2)C1=O	7	4	i	-24	i	13%	2.8	2.1	8.9	1.9	-0.05	0.49	-1.3	0.61	1798	3.4	960	2.5%
O=C1OC(c2ccc(F)cc2)=C/C1=C\c1ccc([N+](=O)[O-])o1	85*	66*	i	6	i	73%*	3.2	4.1	26	-2.5	12	0.3	0.079	0.46	1149	1.7	902	78%*
N#C/C(=C\c1ccc(N2CCOCC2)o1)c1ccccc1	2	0	i	17	i	54%	4.7	3.2	5.0	-0.14	5.9	1.9	-0.011	·	·	0.7	1309	22%
CN1/C(=C\C(=O)CSc2cccc[n+]2[O-])C(C)(C)c2ccccc21	7	-11	i	9	i	26%	6.8	1.8	5.0	1.5	-0.17	1.3	-1.2	-0.38	1003	1.6	982	1.3%
O=C(/C=C/c1ccco1)NC(=S)Nc1ccccc1N1CCOCC1	5	10	i	2	i	-15%	1.1	1.2	6.8	-0.068	-0.22	-0.16	0.44	-0.97	1591	0.8	1331	2.4%
COc1ccc(-c2noc(CCCC(=O)Nc3ccc(C(N)=O)cc3)n2)cc1	5	12	i	-27	i	31%	3.7	2.3	7.1	-0.22	-0.12	0.31	0.7	0.31	1589	-4.0	1028	-2.8%
Cc1csc2c(N3CCN(S(=O)(=O)c4ccc(Cl)cc4)CC3)ncnc12	·	·	·	·	i	2%	·	·	·	0.74	-0.22	0.35	0.0033	-0.7	1135	0.3	1328	0.8%
Cc1ccc2[nH]c(C(=O)O)c(NC(=O)CN3CCN(c4cccc(C)c4C)CC3)c2c1	-2	5	i	11	i	30%	5.5	1.9	9.6	1.6	-0.13	0.78	-2.9	-0.76	987	2.7	1184	7.9%
Cc1ccc(Nc2ccc(C(=O)O)cc2N)cc1	73*	18*	i	1	i	-3%	1.3	1.5	7.6	-1.3	-0.06	-0.57	0.58	-0.13	1399	-3.1	1343	-1.4%
CCn1cnc2c1c(=O)n(CC(=O)Nc1cc(C)on1)c(=O)n2Cc1ccccc1	-10	-2	i	-1	i	-1%	1.7	1.3	8.9	3.3	-0.076	1.6	-2	-0.16	1280	-1.1	955	-4.2%
O=C(c1cc2n(n1)C(C(F)(F)F)CC(c1ccc(Cl)cc1)N2)N1CCCC1 (stereo not drawn)	29	13	i	-7	i	4%	2.4	1.7	9.0	-0.62	-0.22	-0.059	-0.37	0.33	1137	·	·	-3.7%
CCSc1nnc(CNC(=O)C23CC4CC(CC(C4)C2)C3)n1Cc1ccccc1	1	-4	i	-11	·	-18%	3.6	2.5	12	-0.74	-0.25	-0.58	0.45	0.46	1491	-0.4	1087	-2.4%
CCCCC1=CC2=C(c3ccco3)C(=O)C(C)(OC(=O)c3ccc(OC)cc3)C(=O)C2=CN1c1ccccc1 (stereo not drawn)	·	·	·	·	i	8%	·	·	·	-0.42	-0.47	-0.13	-0.34	-0.17	978	16	1046	40%
O=C(NCc1ccccc1)NS(=O)(=O)c1ccccc1Cl	9	-20	i	17	i	-2%	3.4	2.1	8.0	0.51	-0.17	0.73	-0.12	0.12	1287	·	·	1.1%
CC(=O)Nc1ccc(NC(=O)CSc2nnc(C)c(=O)[nH]2)cc1	-14	1	i	-4	i	2%	2.8	3.5	8.6	0.56	-0.2	0.55	-0.2	-0.19	1346	0.0	1146	6.7%
Cc1cc(C(=O)N2CCN(c3ccccn3)CC2)c(C)o1	-5	1	i	31	i	6%	2.5	1.5	6.2	-0.6	-0.1	0.14	-0.14	0.56	1273	4.3	1033	-0.5%
CCn1cc(-c2ccnc3cc(C(=O)O)nn23)c(C)n1	-12	-1	i	0	i	40%	3.1	3.1	6.9	2.1	-0.26	1.1	-1.3	1.9	1268	-3.1	1048	0.7%
CCCCSc1cc(C)nc2ncnn12	-3	-5	i	-1	i	14%	2.6	1.6	4.7	-0.51	-0.1	0.27	1.2	·	·	-3.8	996	-0.8%
COc1ccc(OC)c2[nH]c(=O)c(CCNC(=O)C(=O)c3c(C)[nH]c4ccccc34)cc12	4	24	i	5	i	7%	1.8	1.5	1.3	-0.12	-0.21	-0.4	0.057	0.07	1377	-1.0	1119	-1.9%
O=C(COc1ccccc1)Nc1cc(C(F)(F)F)ccc1N1CCCC1	3	42	i	20	i	-7%	1.1	0.8	11	-0.57	-0.12	-0.67	0.24	-0.38	1516	0.0	1396	0.1%
COc1ccc(OC)c(N(CC(=O)N2CCC(C)CC2)S(=O)(=O)c2ccccc2)c1	-17	-20	i	4	i	-5%	2.0	1.3	6.3	0.093	-0.2	-0.78	-0.15	-0.4	1586	0.6	1315	0.1%
O=C(C[n+]1ccc(C(=O)N/N=C/c2ccc(Cl)cc2Cl)cc1)c1ccccc1	-7	-14	i	-10	i	12%	1.3	1.4	9.6	-0.27	-0.38	0.043	0.82	0.22	933	·	·	-0.9%
C[C@H](NC(=O)c1nc[nH]c1C(=O)NCc1ccccc1)C(=O)OC(C)(C)C	4	-4	i	-7	i	14%	4.4	2.1	8.6	0.38	-0.28	0.54	-0.69	0.5	1372	-1.4	1138	-0.3%
CCc1ccc(N2CN(Cc3ccco3)CNC2=S)cc1	·	·	·	·	i	44%	·	·	·	-1.5	-0.18	-0.82	1	·	·	-2.6	1183	-0.7%
O=C(CSc1nnc(-c2cccc(S(=O)(=O)N3CCCCC3)c2)o1)c1ccc[nH]1	-6	-13	i	-7	i	-14%	6.8	3.9	5.4	-0.81	0.036	0.019	0.3	-0.28	1332	-3.4	1092	1.3%
O=C(Nc1c(-c2ccccc2)nc2c(Br)cc(Br)cn12)c1ccco1	32	29	i	-2	i	7%	3.2	1.9	6.9	-0.23	0.12	0.041	0.23	-1.2	1427	-4.6	805	-2.1%

Record cards (already shown). Order of screens: WT yeast gro inh | WT yeast gro inh mutant strain | Autophagy HCS | Autophagy HCS cell loss 18 h | Yfh1-off respiration | AID2073 | MT stabilizer | MT stabilizer Hoechst-high % | MT stabilizer cytotoxicity % | Dynein transport | Dynein transport cytoplasmic EGFP | Dynein transport nuclear GR-EGFP | Dynein transport cell count | Insulin prom up | Insulin prom up cell count | b-catenin transl | b-catenin transl cell count 5 µM | HIV fusion peptide
C[C@H](NC(=O)c1nc[nH]c1C(=O)NCc1ccccc1)C(=O)OC(C)(C)C in the list: 4 | -4 | i | -7 | i | 14% | 4.4 | 2.1 | 8.6 | 0.38 | -0.28 | 0.54 | -0.69 | 0.5 | 1372 | -1.4 | 1138 | -0.3%
CCn1cc(-c2ccnc3cc(C(=O)O)nn23)c(C)n1 in the list: -12 | -1 | i | 0 | i | 40% | 3.1 | 3.1 | 6.9 | 2.1 | -0.26 | 1.1 | -1.3 | 1.9 | 1268 | -3.1 | 1048 | 0.7%
O=C(NCc1ccccc1)NS(=O)(=O)c1ccccc1Cl in the list: 9 | -20 | i | 17 | i | -2% | 3.4 | 2.1 | 8.0 | 0.51 | -0.17 | 0.73 | -0.12 | 0.12 | 1287 | · | · | 1.1%
COc1ccc(OC)c(N(CC(=O)N2CCC(C)CC2)S(=O)(=O)c2ccccc2)c1 in the list: -17 | -20 | i | 4 | i | -5% | 2.0 | 1.3 | 6.3 | 0.093 | -0.2 | -0.78 | -0.15 | -0.4 | 1586 | 0.6 | 1315 | 0.1%

Additional results follow.
SMILES	WT yeast gro inh	WT yeast gro inh mutant strain	Autophagy HCS	Autophagy HCS cell loss 18 h	Yfh1-off respiration	AID2073	MT stabilizer	MT stabilizer Hoechst-high %	MT stabilizer cytotoxicity %	Dynein transport	Dynein transport cytoplasmic EGFP	Dynein transport nuclear GR-EGFP	Dynein transport cell count	Insulin prom up	Insulin prom up cell count	b-catenin transl	b-catenin transl cell count 5 µM	HIV fusion peptide
CCOC(=O)C(C)Oc1ccc(NC(=O)C(Cl)Cl)cc1 (stereo not drawn)	·	·	·	·	i	10%	·	·	·	0.27	0.07	0.57	0.0033	-0.51	1174	0.4	1299	-0.9%
O=C(/C=C/c1ccco1)Nc1nnc(-c2ccco2)s1	-9	-7	i	16	i	11%	8.2*	13*	34*	1.3	-0.36	0.94	-0.0029	0.03	1599	12	783	-1.4%
CC(=O)N1CCN(C(=O)CNc2cc(C(F)(F)F)ccc2OCC(F)(F)F)CC1	-15	-10	i	10	i	-4%	5.6	3.3	3.1	-0.32	-0.22	0.1	-0.54	-1	1453	-1.8	1003	7.3%
CCN(CC)S(=O)(=O)c1ccc(-c2ccc(S(=O)(=O)N(CC)CC)cc2)cc1	-10	-8	i	-1	i	-6%	1.8	1.0	2.6	0.71	0.024	0.79	-0.99	-0.78	805	-2.6	1149	0.7%
O=C(CN1CCCc2ccccc21)Nc1ccccc1[N+](=O)[O-]	1	-5	i	9	i	-8%	1.6	2.7	9.9	-0.34	-0.17	-0.27	-0.44	-0.65	1308	-2.1	1105	-0.9%
